Assay outcomes deposited in PubChem BioAssay by Sanford-Burnham Center for Chemical Genomics.
PfGluPho inh = PfG6PD (Plasmodium falciparum) enzyme inhibition; PfGluPho enzyme, NADPH resazurin-diaphorase fluorescence; inhibition, % at 20 µM; actives 0.78% (n = 350,000);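 active = inhibition reaching at least a set limit at 20 µM in the primary screen, cut at about 59% in these data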;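 also: 0% = DMSO wells with substrate and 100% = DMSO wells lacking glucose-6-phosphate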
SENP1 inh = inhibitors of human SENP1 SUMO protease catalytic domain; recombinant SENP1 catalytic domain, CyPet-SUMO1-YPet FRET cleavage; inhibition, % at 10 µM; actives 0.21% (n = 360,000); AID 624204;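 active = inhibition at least 30% at 10 µM, raw YFP signal under a set limit, fluorescence ratio 0.5 to 1.5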;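 also: 0% = enzyme with DMSO and 100% = no enzyme wells; some results filed as inactive read as strong as hits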
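Compound: 10 µM single point, 0.5% DMSO; Test system: hSENP1 catalytic domain, recombinant; Timing: 50 min reaction at room temperature; Technique: FRET, CFP and YFP emission; Control set: no-enzyme wells low, DMSO-plus-enzyme wells high control.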
MIN6 prolif = inducers of beta-cell replication in MIN6 cells | AID 2380 | proliferation, % at 10 µM | MIN6 cells proliferation, ATPlite luminescence, 48 h; cells starved in 0.2% serum; 100% = growth in 10% serum | actives 0.29% (n = 330,000);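 active = compounds whose signal lies at least 3.5 SD above the mean of all wells on their plate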;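 also: 0% = DMSO-treated cells in low-serum medium and 100% = 10% serum control; some compounds called inactive have numbers as strong as hits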
HKDC1 inhibitor = inhibitors of human hexokinase HKDC1; recombinant HKDC1, G6PDH/diaphorase resazurin coupled fluorescence; inhibition, % at 20 µM; actives 0.16% (n = 340,000); AID 493160;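 active = inhibition above about 35% when tested at 20 µM, limit read from the data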;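 also: plate controls were DMSO wells with enzyme for no effect and DMSO wells lacking enzyme for full effect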
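Assay system: in-house recombinant HK5 (HKDC1) enzyme. Input: HKDC1 at 5 µg/mL. Medium: Tris pH 8.0 buffer with MgCl2, Tween-20, BSA, BME. Dosing: single 20 µM dose. Schedule: 90 min reaction incubation at room temperature, dark. Signal: resazurin-to-resorufin fluorescence via G6PDH and diaphorase coupling, 525/613 nm. Controls: DMSO-enzyme wells negative, buffer-substituted wells positive.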
SENP8 block-1 = SENP8 (human) protease inhibition. Q96LD8. recombinant SENP8, Nedd8 substrate fluorescence. inhibition, % at 20 µM. actives 0.64% (n = 360,000). AID 602440; in the data active = inhibition mostly above about 40%, no sharp cut-off; inactive = mostly below about 27%
Target sequence (Q96LD8 whole entry, looked up): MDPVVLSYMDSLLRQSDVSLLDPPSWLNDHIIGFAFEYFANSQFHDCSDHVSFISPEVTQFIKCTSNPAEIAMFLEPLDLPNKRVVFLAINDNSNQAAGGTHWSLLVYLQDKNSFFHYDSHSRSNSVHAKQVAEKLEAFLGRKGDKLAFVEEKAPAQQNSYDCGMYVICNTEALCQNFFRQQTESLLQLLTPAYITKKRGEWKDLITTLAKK
SENP6 block = blocks the human protease SENP6 | inhibition, % at 10 µM | actives 1.8% (n = 330,000) | Recombinant SENP6 catalytic domain, aminoluciferin luminescence | Q9GZR1 | AID 2599;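 active = inhibition above about 50% at the single tested dose, limit read from the data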;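 also: plate controls were DMSO wells with enzyme for no effect and DMSO wells lacking enzyme for full effect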
Target sequence (Q9GZR1 628-1112 limits assumed): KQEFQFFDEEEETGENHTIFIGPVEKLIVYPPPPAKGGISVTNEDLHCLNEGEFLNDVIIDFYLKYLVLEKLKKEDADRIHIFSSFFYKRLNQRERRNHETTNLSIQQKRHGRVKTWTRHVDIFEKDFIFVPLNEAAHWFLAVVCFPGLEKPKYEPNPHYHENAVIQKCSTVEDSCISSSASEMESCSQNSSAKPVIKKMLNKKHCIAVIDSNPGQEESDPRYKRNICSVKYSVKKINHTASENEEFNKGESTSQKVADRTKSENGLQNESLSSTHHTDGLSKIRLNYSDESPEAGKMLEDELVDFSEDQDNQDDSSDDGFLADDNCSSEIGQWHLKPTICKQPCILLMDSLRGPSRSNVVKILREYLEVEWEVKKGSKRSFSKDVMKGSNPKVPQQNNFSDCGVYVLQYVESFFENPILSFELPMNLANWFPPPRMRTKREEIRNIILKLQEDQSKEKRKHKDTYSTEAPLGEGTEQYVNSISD
UBC13 polyUb = human UBC13 polyubiquitination inhibition; AID 485273; actives 0.47% (n = 330,000); P61088; inhibition, % at 20 µM; UBC13 polyubiquitin chain formation, TR-FRET; in the data active = inhibition above about 45%, passing the limit was not always enough
Target sequence (P61088 whole entry, looked up): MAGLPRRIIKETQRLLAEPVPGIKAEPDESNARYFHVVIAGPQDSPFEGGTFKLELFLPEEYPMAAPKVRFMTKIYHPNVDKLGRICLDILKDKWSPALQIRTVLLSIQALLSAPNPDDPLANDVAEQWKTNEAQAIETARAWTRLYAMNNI
SENP8 block-2 = blocks the human protease SENP8 | AID 2540 | inhibition, % at 10 µM | Q96LD8 | actives 1.2% (n = 330,000) | purified SENP8, Z-RLRGG-aminoluciferin cleavage, luminescence; in the data active = inhibition above about 50%
SENP7 block = blocks the human protease SENP7 | Q9BQF6 | recombinant SENP7, Z-RLRGG-aminoluciferin luminescence, 40 min | inhibition, % at 5 µM | actives 1.5% (n = 330,000);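 active = inhibition above about 50% at the single test dose, limit read from the data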;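 also: plate controls were DMSO with enzyme for no effect and no enzyme buffer wells for full effect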
* hit, by the source's call; i = inactive; . = no result given.

Preview, two compounds:
Screens in order: HKDC1 inhibitor	MIN6 prolif	SENP1 inh	SENP6 block	UBC13 polyUb	SENP8 block-2	PfGluPho inh	SENP7 block	SENP8 block-1
Nc1ccccc1-c1ccc([N+](=O)[O-])cc1
 : -1.7	.	1.9	.	.	.	17.5	.	18.1
N#Cc1cccc(CN2CCCN(Cc3ccc(F)cc3)S2(=O)=O)c1
 : 2.0	-4.8	0.6	-10.3	12.4	-0.9	6.3	-4.3	11.6

The listing (from the top)
Screens in order: HKDC1 inhibitor	MIN6 prolif	SENP1 inh	SENP6 block	UBC13 polyUb	SENP8 block-2	PfGluPho inh	SENP7 block	SENP8 block-1
Nc1ccccc1-c1ccc([N+](=O)[O-])cc1
 : -1.7	.	1.9	.	.	.	17.5	.	18.1
N#Cc1cccc(CN2CCCN(Cc3ccc(F)cc3)S2(=O)=O)c1
 : 2.0	-4.8	0.6	-10.3	12.4	-0.9	6.3	-4.3	11.6
O=C(Nc1cccc(C(=O)N2CCOCC2)c1)c1cccnc1
 : -7.6	-2.2	0.1	-6.5	4.1	5.9	-8.8	-6.9	3.2
Clc1ccc(OCc2cn3cccnc3n2)c2ncccc12
 : -0.2	.	-2.1	.	.	.	-1.9	.	i
CC(=O)N(CCc1cccc(C)c1)Cc1cc2ccc(C)cc2[nH]c1=O
 : 4.4	0.3	2.2	4.9	1.8	-5.4	-4.1	-3.4	-36.8
C=CCN1C(=O)/C(=C2/Sc3ccccc3N2CCCS(=O)(=O)O)SC1=S
 : 23.2	6.4*	-16.0	-14.9	-7.3	0.2	22.5	2.1	10.0
Cc1ccc(NC(=O)NCc2ccc3c(c2)OCO3)cc1C
 : -2.7	-0.3	-0.9	-10.9	5.8	-0.9	10.8	-6.1	16.9
COc1cc2c(cc1OC)CN(C(=O)CN1C(=O)NC3(CCCCC3C)C1=O)CC2 (stereo not drawn)
 : -4.3	2.5	1.1	-9.6	8.3	7.8	-2.3	4.1	-6.9
COc1cc(NC(=O)c2c(F)cccc2F)nc(OC)n1
 : -5.1	-0.6	2.4	19.2	-4.1	6.8	-16.9	15.1	15.4
O=C(N/N=C/CCc1ccccc1)c1ccc(CN2c3cccc4cccc(c34)S2(=O)=O)cc1
 : -4.1	-1.8	-2.1	-5.8	-16.5	-10.6	-20.6	-4.1	-399.0
CCc1c(C)[nH]c2ccc(OC)cc2c1=S
 : 10.3	-2.2	-4.7	-5.2	-30.8	2.5	66.7*	1.4	-226.3
Cc1ccc(CNCc2ccccc2Cl)cc1
 : -7.3	-1.0	-0.4	-12.2	-12.0	-18.4	1.3	-7.7	14.4
O=C1NCN(c2ccccc2)C12CCN(CCCC(c1ccc(F)cc1)c1ccc(F)cc1)CC2
 : -1.1	-8.2	2.4	-2.3	39.8	-3.4	-2.5	8.3	12.1
O=C(CN1C(=O)C2CCCCC2C1=O)Nc1ccccc1N1CCCC1 (stereo not drawn)
 : -0.9	-0.4	-2.0	-9.9	-7.2	-5.3	-3.7	-13.4	15.6
CCOc1ccc(C2CC(c3ccc(F)cc3)Nc3nc(N)nn32)cc1 (stereo not drawn)
 : -4.7	-3.4	0.3	8.1	-1.7	-3.8	-0.2	-9.8	3.5
CCOC(=O)C1=NOC(CN(c2ccccc2)S(=O)(=O)c2ccc(Cl)cc2)C1 (stereo not drawn)
 : -2.4	3.4	-1.4	1.4	3.0	4.9	-10.8	2.8	8.4
COc1ccc(S(=O)(=O)N2CCOCC2)cc1NC(=O)CC(C)c1ccccc1 (stereo not drawn)
 : -4.2	-4.7	1.0	-10.7	-4.6	-1.1	-5.2	6.1	7.1
CCOC(=O)c1c(S(=O)(=O)N2CCN(Cc3ccccc3)CC2)c(C)n(C)c1C
 : -2.5	2.5	-1.6	-3.4	-0.9	-9.5	-2.3	11.8	-6.0
CCCCCCNc1nc(-c2ccc(OC)cc2)c(CCC(=O)O)s1
 : 14.3	0.0	-7.2	-2.5	-5.3	-7.0	-17.1	-1.1	-465.5
O=C(CN1C(=O)NC(Cc2ccccc2)C1=O)Nc1ccccc1F (stereo not drawn)
 : -5.7	-1.7	3.9	-0.8	1.2	2.8	-2.8	3.5	1.7
COc1nc(C)ccc1-c1noc(-c2cccnc2)n1
 : -6.7	0.7	-0.7	-17.8	2.2	-13.4	12.8	-9.8	6.0
CC(C)CN1CCN(C(=O)CCc2nnc(Cc3c[nH]c4ccccc34)o2)[C@@H](C)C1=O
 : -2.1	-2.1	-5.2	5.1	-5.4	2.0	10.8	6.5	-11.1
CCn1c(=O)cc(OCC(=O)Nc2cc(C)ccn2)c2ccccc21
 : 5.6	0.5	0.3	-5.4	-3.2	-6.3	-3.2	-5.0	0.0
Cc1ccc2c(c1)CCCN2C(=O)C1CCCO1 (stereo not drawn)
 : -6.9	-3.9	-0.9	-16.8	0.4	-2.3	6.5	-8.4	4.0
CC(C)(C)n1cnc2cc(NS(=O)(=O)c3ccc(Br)cc3)ccc21
 : -7.5	-1.9	0.9	-21.0	-0.9	-7.7	2.3	-12.0	-11.8
O=S1(=O)CCC(S(=O)(=O)N2CCCCCC2)C1 (stereo not drawn)
 : -0.8	-0.6	4.1	-5.5	-5.1	1.7	-16.1	2.4	17.3
CCn1cc([N+](=O)[O-])c(C(=O)Nc2nc3ccc(OC)cc3s2)n1
 : -3.2	-2.0	1.5	-6.8	6.4	-11.4	-23.1	6.6	21.4
Cc1ccc(-c2csc(N3N=C(c4ccccc4)/C(=C\c4ccc(N(C)C)cc4)C3=O)n2)cc1
 : .	-4.7	.	0.2	-36.6	5.4	.	9.6	.
CCCC(c1nnnn1CCc1ccccc1)N1CCN(C2CCCC2)CC1 (stereo not drawn)
 : -3.8	0.0	-4.7	-14.7	-12.5	-9.2	3.2	-6.9	-2.7
CCc1cccc(CC)c1NC(=O)CO/N=C(\C)c1cccs1
 : -4.0	0.9	1.6	1.3	19.8	-5.2	-9.0	-2.7	21.3
COc1cccc(OC)c1C(=O)OCC(=O)Nc1ccc(OC(F)(F)F)cc1
 : 1.6	-2.4	-1.7	-4.5	9.1	6.1	26.6	3.8	26.1
COc1ccc(Br)cc1C(=O)NCc1cccnc1
 : -4.3	-2.2	1.2	-7.4	5.9	2.4	-2.3	4.9	17.0
CSc1ccccc1NC(=O)c1onc(C)c1Cl
 : -4.1	3.5	0.4	-6.8	0.7	2.1	-0.1	-0.4	10.9
O=C(/C=C/c1ccco1)NC(=S)Nc1ccc(Cl)cn1
 : -4.4	0.4	-10.3	9.3	-14.3	6.6	9.4	-0.1	11.2
CC(=O)N1CCN(CC(=O)Nc2c(Cl)cc(Cl)cc2Cl)CC1
 : -3.2	-3.3	0.5	-0.2	2.5	3.5	4.8	2.0	2.5
CC1C(=O)N2CCCc3cc(NC(=O)C4CCCCC4)cc1c32 (stereo not drawn)
 : -1.8	-1.4	3.5	-8.1	-1.9	-4.9	12.1	-8.0	4.7
CC(C)CC(NC(=O)C(CC(C)C)NC(=O)OC(C)(C)C)C(N)=O (stereo not drawn)
 : -6.5	-2.1	1.7	4.0	5.5	7.4	-4.2	5.7	9.4
O=C(CN1CCN(c2ccccc2)CC1)N1CCN(c2ccccc2)CC1
 : -5.2	-3.3	0.3	-38.9	3.5	-6.4	-0.2	6.0	10.0
CCC(CC)C(=O)Nc1cccc(C(=O)NCc2ccco2)c1
 : 5.1	-1.0	-7.2	-14.5	-11.2	-2.8	14.7	-1.4	9.5
CCCC(=O)N1CCC(Cc2ccccc2)CC1
 : -4.4	-2.2	-0.4	-19.2	1.5	3.9	0.6	-2.1	8.4
COc1ccccc1C(c1nnnn1C(C)(C)C)N1CCN(C(=O)c2ccco2)CC1 (stereo not drawn)
 : -4.5	0.8	-0.6	-8.4	-10.1	-4.4	-5.5	2.5	10.7
CCOc1ccccc1C(=O)NC(C)c1ccc(-n2ccnc2)cc1 (stereo not drawn)
 : -0.8	-2.0	0.4	9.6	6.3	11.7	-0.3	1.9	13.2
CN(C)CC(CCC(CN(C)C)C(O)(c1ccccc1)c1ccccc1)C(O)(c1ccccc1)c1ccccc1 (stereo not drawn)
 : -0.8	-6.0	.	3.4	19.5	-4.7	2.9	-5.8	.
CN1C(C)(C)CC(NC(=O)c2ccco2)CC1(C)C
 : -7.8	.	1.0	.	.	.	-6.5	.	13.7
CCC(CC)C(=O)NCc1cccnc1
 : 3.3	-0.6	2.4	-15.1	14.0	-1.7	-8.1	5.5	2.0
O=C(CCc1ccc(S(=O)(=O)N2CCOCC2)cc1)NCCc1ccccn1
 : -0.3	1.2	0.6	1.7	-1.7	-1.7	-18.1	-0.3	15.1
CCOc1ccc(-n2c(SCC(=O)Nc3ccccc3CC)nc3n[nH]c(C)c3c2=N)cc1
 : .	-5.2	.	-10.2	2.4	-0.8	.	2.9	.
CCC(=O)c1ccc(OCC(=O)OCC(=O)Nc2ccc3c(c2)OCCO3)cc1
 : -2.8	-3.1	-1.6	9.0	6.9	5.1	3.9	-5.4	12.2
Cc1ccc(CNC(=S)NC2CCC(C(C)(C)C)CC2)cc1 (stereo not drawn)
 : -4.7	-7.0	0.5	0.0	1.0	-10.7	9.0	-4.4	2.1
O=C(NC(=S)Nc1ccccc1Cl)c1csnn1
 : -5.2	1.1	-0.2	-17.7	2.0	-2.2	2.3	2.9	7.8
O=C(COc1ccc([N+](=O)[O-])cc1)Nc1ccc2c(c1)nc1n2CCOC1
 : -1.9	-3.0	0.6	6.9	-6.0	-1.9	8.3	2.3	12.0
Cc1ccc(CCC(=O)Nc2ccc(Br)cc2)o1
 : 4.0	0.7	-8.7	-8.0	0.6	0.2	14.7	1.0	8.3
C[C@H](CO)N1C[C@H](C)[C@@H](CN(C)C)Oc2c(NS(=O)(=O)c3cn(C)cn3)cccc2C1=O
 : -6.4	4.2	2.7	19.3	6.0	-1.2	2.3	-5.4	3.0
COc1cccc(NC(=O)CN2CCSc3ccccc32)c1
 : -13.2	-2.9	-1.4	12.5	0.2	-4.3	11.0	-2.7	0.9
